Tb PGK inh: inhibitors of T. brucei phosphoglycerate kinase; actives 0.043% (n = 380,000); AID 602233; P07378; PGK/GAPDH coupled, Kinase-Glo luminescence, 60 min; Potency, µM (doses to about 57.5 µM), without a hit: at the top dose activity change, negative = inhibition, hits mostly inhibitors; note: potency is the fitted concentration of half-maximal effect; % is set by controls: 0 for no effect and ±100 for the full control effect; nearly all actives have a fitted effect of over 60% in size
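Recombinant glycosomal PGK reaction used 1,3-bisphosphoglycerate generated in-well by GAPDH (100nM final) in 100mM TEA pH 7.6, 5mM MgCl2, 0.01% Tween-20. After 60 minutes at room temperature, ATP was read by Kinase-Glo Plus luminescence end-point.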
TrxR1 substrate: rat thioredoxin reductase 1 substrate activity | purified TrxR1 substrate turnover, NADPH consumption readout | AID 588456 | Potency, µM (series often up to 114 µM), for inactives: at the top dose activity change, negative = substrate turnover | actives 0.01% (n = 390,000); note: potency is the fitted concentration of half-maximal effect; % is set by controls: 0 for no effect and ±100 for the full control effect; nearly all actives have a fitted effect of over 50% in size
Target sequence (O89049 whole entry, looked up): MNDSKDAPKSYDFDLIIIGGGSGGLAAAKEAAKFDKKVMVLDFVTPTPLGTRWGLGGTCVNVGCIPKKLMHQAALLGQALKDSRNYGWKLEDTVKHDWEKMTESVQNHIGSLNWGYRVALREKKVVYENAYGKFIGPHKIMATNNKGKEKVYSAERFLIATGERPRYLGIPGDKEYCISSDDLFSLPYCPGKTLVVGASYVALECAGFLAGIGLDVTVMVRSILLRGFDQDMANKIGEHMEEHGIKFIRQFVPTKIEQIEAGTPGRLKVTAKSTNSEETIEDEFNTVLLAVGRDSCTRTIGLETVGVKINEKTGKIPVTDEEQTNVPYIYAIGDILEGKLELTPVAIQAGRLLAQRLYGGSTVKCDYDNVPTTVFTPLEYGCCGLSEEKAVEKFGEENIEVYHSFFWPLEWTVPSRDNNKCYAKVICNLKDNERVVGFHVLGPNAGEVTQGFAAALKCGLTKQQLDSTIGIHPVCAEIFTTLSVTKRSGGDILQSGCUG
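Rat TrxR1, dispensed at 90 nM, was prereduced with 400 uM NADPH (final) for 5 min at ~22 deg C, then incubated with compound 15 min before 400 uM selenite. A first-read NADPH fluorescence drop versus no-compound background flagged substrates.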
HP1b binding inh: inhibitors of HP1-beta chromodomain binding to methylated histone tails. AlphaScreen HP1-beta / biotin-H3K9me3 peptide binding. P83916. Potency, µM (series often up to 114 µM), for the others: top-dose activity change, negative = inhibition, most hits filed as inhibitors. actives 0.56% (n = 390,000); note: potency is the fitted concentration of half-maximal effect; nearly all actives have a fitted effect of over 70% in size; inactives centre near 23
Target sequence (P83916 whole entry, looked up): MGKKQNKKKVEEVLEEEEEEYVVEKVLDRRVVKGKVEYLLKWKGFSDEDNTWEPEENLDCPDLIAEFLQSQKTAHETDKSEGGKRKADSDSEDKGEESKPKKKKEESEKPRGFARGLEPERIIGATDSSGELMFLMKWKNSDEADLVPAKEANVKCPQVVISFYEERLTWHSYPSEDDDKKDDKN
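HP1-beta protein (50 nM final) preincubated 30 min at room temperature with biotinylated H3(1-18)K9me3 peptide (50 nM) in PBS pH 7.4, 0.01% Tween-20, then compound added for 30 min. AlphaScreen streptavidin donor/nickel chelate acceptor beads (10 ug/mL final), 30 min dark, luminescence read.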
PI4K2A inh: blocks human PI4K2A kinase activity; purified PI4K2A, ADP-Glo luminescence, 1 h; active compounds read low; actives 0.13% (n = 420,000); activity change, negative = inhibition, % at 76.9 µM; in the data active = activity change below about -50%; inconclusive = mostly about -30% to -49%;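 note: -100% = wells without enzyme as full effect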
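ADP-Glo luminescence measured ADP generated by PI4K2A enzyme (4 ug/mL before mixing) with 1.2 mM PI substrate (pre-mix) and 300 microM ATP (pre-mix). Tris pH7.5 buffer with MgCl2, Triton X-100; 1 h reaction at ambient temperature.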
mIDH1 inhibitor: blocks human mutant IDH1 R132H enzyme; Potency, µM (titrated, usually from 76.6 µM), for inactives: at the top dose activity change, negative = inhibition, actives largely listed as inhibitors; IDH1-R132H enzyme, NADPH consumption, diaphorase/resazurin fluorescence; actives 0.093% (n = 390,000); AID 602179; note: potency is the fitted concentration of half-maximal effect; % is set by controls: 0 for no effect and ±100 for the full control effect; nearly all actives have a fitted effect of over 65% in size
Target sequence (O75874 whole entry R132H, stated change not applied): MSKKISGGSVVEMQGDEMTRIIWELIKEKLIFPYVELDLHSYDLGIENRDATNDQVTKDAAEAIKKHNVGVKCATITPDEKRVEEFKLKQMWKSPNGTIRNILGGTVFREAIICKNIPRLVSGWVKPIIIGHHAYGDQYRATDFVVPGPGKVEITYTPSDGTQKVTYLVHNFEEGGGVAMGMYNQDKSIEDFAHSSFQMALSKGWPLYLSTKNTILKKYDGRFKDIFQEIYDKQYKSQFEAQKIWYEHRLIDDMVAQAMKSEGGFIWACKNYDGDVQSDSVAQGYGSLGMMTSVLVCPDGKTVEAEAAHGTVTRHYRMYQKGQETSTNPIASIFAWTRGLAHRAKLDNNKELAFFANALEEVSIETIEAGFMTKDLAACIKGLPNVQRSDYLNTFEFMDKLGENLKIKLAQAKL
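IDH1-R132H (0.5 ug/mL dispensed) in pH 7.5 Tris buffer was preincubated 30 min with compound, then given a substrate mix of 0.016 mM NADPH and 2 mM alpha-KG for 80 min at room temperature; remaining NADPH was read by diaphorase/resazurin fluorescence.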
Pin1 inh: inhibitors of human Pin1 | actives 0.009% (n = 390,000) | Potency, µM (highest dose often 115 µM), inactives show top-dose activity, negative = inhibition, most hits filed as inhibitors | Q13526 | Pin1 FP peptide displacement, HiFluor488, 10 min | AID 504891; active = well fitted inhibition curve with a large enough effect in the polarisation, with a control signal flat, not every such curve was filed as active; inconclusive = small, poorly fitted or top-dose-only effect, or effect the other way, or a change in a side signal; inactive = no such curve, though single readings can be large or run the other way; the % refers to the polarisation; note: potency is the fitted concentration of half-maximal effect; % is set by controls: 0 for no effect and ±100 for the full control effect
rTrxR1 inhibitor: inhibitors of rat thioredoxin reductase 1; recombinant rTrxR1, NADPH fluorescence consumption, selenite substrate; Potency, µM (highest dose often 114 µM), inactives show top-dose activity change, negative = inhibition, usual class: inhibitors; actives 1% (n = 390,000); note: potency is the fitted concentration of half-maximal effect; % is set by controls: 0 for no effect and ±100 for the full control effect; nearly all actives have a fitted effect of over 65% in size
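Rat TrxR1 (90 nM in the dispensed reagent) was pre-reduced with 400 uM NADPH for 5 min at room temperature, then incubated with compound for 15 min. After 400 uM selenite was added, NADPH fluorescence (Ex 340/Em 450 nm) was followed for 8 min.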
GLS inh: inhibitors of human glutaminase (GLS) | actives 0.21% (n = 410,000) | GLS enzymatic activity, qHTS titration | O94925 | Potency, µM (titrated, usually from 45.5 µM), inactives show at the highest dose activity change, negative = inhibition, hits mostly inhibitors; note: potency is the fitted concentration of half-maximal effect; % is set by controls: 0 for no effect and ±100 for the full control effect
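Compounds were pin-transferred onto hKGA, after which L-glutamine (1 mM solution) and a detection mix of glutamate oxidase, HRP and Amplex Red were added. Initial and 30 min RT fluorescence reads were collected.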
USP1-UAF1 inh: blocks the human USP1/UAF1 deubiquitinase complex. O94782. actives 0.23% (n = 390,000). Potency, µM (doses to about 57.1 µM), for the others: at the highest dose activity change, negative = inhibition, most hits filed as inhibitors. AID 743255. recombinant USP1/UAF1, Ub-Rhodamine cleavage fluorescence; note: potency is the fitted concentration of half-maximal effect; % is set by controls: 0 for no effect and ±100 for the full control effect; nearly all actives have a fitted effect of over 60% in size; inactives centre near -12
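Step one: compound is pinned into 1nM USP1/UAF1 in HEPES pH 7.8 buffer with TCEP. Step two: 15 min room-temperature incubation. Step three: Ub-Rho (150nM final) starts cleavage, tracked by fluorescence over six one-minute reads.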
* hit, by the source's call; i = inactive; ? = inconclusive; / = not tested or not shown; [ ] = remark or other dose. Unless noted, calls come from the whole dose curve; as a rule, active = well fitted curve in the direction sought with a large enough effect; inconclusive = small, poorly fitted or top-dose-only effect, or another doubt; inactive = no such curve, though single readings can be large; an effect the other way counts as inactive or inconclusive. An excerpt. The share of hits here may be higher or lower than overall.

item | rTrxR1 inhibitor | Tb PGK inh | USP1-UAF1 inh | HP1b binding inh | Pin1 inh | TrxR1 substrate | mIDH1 inhibitor | PI4K2A inh | GLS inh | Molecule
1 | 23%[57.1 µM] | -2% | -3% | 20%[57 µM] | 9% | 0%[57.1 µM] | -13% | -2 | 0% | CC(=O)c1ccc(NC(=O)C2CCCN(S(=O)(=O)c3ccc4c(c3)CCCN4C(C)=O)C2)cc1 (centres undefined)
2 | 25% | i | -21% | 8% | ? | 6% | -7% | 4 | -8% | O=C(NCc1ccc2c(c1)OCO2)c1ccc2c(c1)N(Cc1c(F)cccc1Cl)C(=O)c1ccccc1S2
3 | / | -6% | -14% | / | / | / | 5% | -3 | -2% | CCOC(=O)c1ccc(NC(=O)c2ncn3c2C(=O)N[C@H](C)C3)cc1
4 | 7%[57.1 µM] | i | -12% | 47%[activator] | 15% | 3%[57.1 µM] | 6% | -11 | 5% | Cc1ccc2ccc(S(=O)(=O)n3nc(C)cc3C)cc2c1
5 | 6%[57.1 µM] | i | -4% | 7% | -1% | 8%[57.1 µM] | 8% | 0 | ? | CCC(Sc1nnnn1C)C(=O)Nc1ccc(C(C)=O)cc1 (centres undefined)
6 | 27%[57.1 µM] | i | -5% | 37% | 0% | 6%[57.1 µM] | 3% | -5 | -12% | CC(NC(=S)NCCCN1CCOCC1)C1CC2CCC1C2 (centres undefined)
7 | 25%[57.1 µM] | -8% | -27% | -4%[57 µM] | -4% | 8%[57.1 µM] | 5% | 3 | 1% | O=C(NCCCN1CCN(c2ccccc2)CC1)c1ccc2nc(CCc3ccccc3)oc2c1
8 | 19%[57.1 µM] | -5% | -16% | 16% | 3% | 3%[57.1 µM] | -3% | 3 | -9% | CCOc1ccccc1NC(=O)CCCNC(=O)c1ccc(Cl)cc1
9 | 20%[57.1 µM] | -1% | -17% | -24% | -1% | 9% | -2% | 8 | 1% | S=C(NCCc1ccccc1)N1CCn2cccc2C1c1cccnc1 (centres undefined)
10 | 25%[57.1 µM] | -4% | -13% | 19% | 5% | 8%[57.1 µM] | -8% | 3 | 1% | NC(=O)CC(NC(=O)c1ccccc1)c1ccc(NCCN2CCCCC2)c([N+](=O)[O-])c1 (centres undefined)
11 | 18%[57.1 µM] | i | -14% | 27% | 5% | 8%[57.1 µM] | 0% | -5 | -6% | CNC(=O)c1c(Cl)cnn1-c1ccc(C)cc1
12 | -14% | -7% | -25% | ? | -4% | ? | -6% | -1 | 9% | Oc1c(Cl)cc(Oc2cc(Cl)c(O)c(CN3CCOCC3)c2)cc1CN1CCOCC1
13 | -4% | -6% | -15% | -4% | -6% | -9% | 2% | 4 | 2% | CCCCNc1nc2c(c(=O)n(C)c(=O)n2C)n1Cc1cccc(OC)c1
14 | 18%[57.1 µM] | -1% | -11% | 28% | -8% | -8% | 5% | 2 | -1% | CN1C2C(Br)CCCCN2c2ccc(F)cc2S1(=O)=O (centres undefined)
15 | 11% | 7% | 8% | 26% | -9% | -3% | -28% | 0 | 16% | CCOc1ccc(NC(=O)N2CCC(CN3CCC(C)CC3)CC2)cc1

Looked up by structure from above, 2 records:
item | rTrxR1 inhibitor | Tb PGK inh | USP1-UAF1 inh | HP1b binding inh | Pin1 inh | TrxR1 substrate | mIDH1 inhibitor | PI4K2A inh | GLS inh | Molecule
2 | 25% | i | -21% | 8% | ? | 6% | -7% | 4 | -8% | O=C(NCc1ccc2c(c1)OCO2)c1ccc2c(c1)N(Cc1c(F)cccc1Cl)C(=O)c1ccccc1S2
6 | 27%[57.1 µM] | i | -5% | 37% | 0% | 6%[57.1 µM] | 3% | -5 | -12% | CC(NC(=S)NCCCN1CCOCC1)C1CC2CCC1C2 (centres undefined)

(continued)
item | rTrxR1 inhibitor | Tb PGK inh | USP1-UAF1 inh | HP1b binding inh | Pin1 inh | TrxR1 substrate | mIDH1 inhibitor | PI4K2A inh | GLS inh | Molecule
16 | 3%[57.1 µM] | i | -14% | 45% | -2% | -8% | 4% | 1 | -1% | CCC(c1nnnn1Cc1cccs1)N1CCN(C2CCCC2)CC1 (centres undefined)
17 | 20%[57.1 µM] | -5% | ? | 21% | 2% | 9%[57.1 µM] | 0% | 0 | 0% | CC[C@@H](C)[C@H](CN[C@H](CNC)[C@@H](C)O)NCCc1ccc(OC)cc1
18 | 15% | i | -16% | 19% | 5% | -3% | 1% | -2 | 2% | CCOc1ccccc1CNS(=O)(=O)c1cc(-c2cc(C)no2)ccc1OC
19 | 23% | i | -17% | 40% | -1% | 1% | 8% | 0 | -8% | O=C(CN1C(=O)CCn2nc(-c3ccccc3)cc21)NCc1ccccc1
20 | 23% | -8% | -15% | 69%[activator] | 2% | -2% | 8% | 3 | 2% | COc1ccccc1C1=NC(c2ccc(F)cc2)N=C1C (centres undefined)
21 | 18%[57.1 µM] | -9% | -36% | 4% | -2% | 14%[57.1 µM] | 6% | -3 | 2% | CCNCC(=O)N1c2ccccc2CCc2ccc(NC(=O)OCC)cc21
22 | -21% | / | / | 69%[activator] | -12% | 3% | / | / | / | CCOc1ccccc1N1C(=O)c2ccccc2N/C1=C\N1CCN(C(=O)c2ccco2)CC1
23 | 16% | 2% | -19% | -6% | 0% | 1% | -4% | 1 | 11% | c1ccc(-n2ncc3c2ncn2nc(CSc4nc5ccccc5s4)nc32)cc1
24 | -6% | i | -6% | 26% | 9% | -1% | 1% | -2 | -5% | Cc1ccc(NC(=O)COC(=O)CCc2nc3ccccc3n2-c2ccccc2)c(C)c1
25 | 18% | i | -6% | 58% | 4% | 4% | 11% | -2 | -11% | COc1ccc(NC(=O)c2cc(C3CC3)nc3c2c(C)nn3-c2ccc(C)cc2)cc1OC
26 | 1% | -6% | -28% | 39% | 12% | 1% | 13% | -13 | -8% | CCOc1cc(/C=C(\C#N)C(=O)Nc2ccc(OC)cc2)ccc1OCc1cc(=O)n2nc(CC)sc2n1
27 | -16% | 10% | -3% | 31% | 7% | -6% | 49%[activator] | 2 | 3% | COc1ccc(CN(C)S(=O)(=O)c2nnc(NC(=O)c3cccc(OC)c3)s2)cc1
28 | -22% | 8% | -23% | -19% | 17% | -9% | -2% | -2 | 4% | N#Cc1c(NC(=S)NC(=O)C2CCCC2)sc2c1CCCCC2
29 | 14% | -1% | -7% | 2% | -3% | 2% | 5% | 4 | 6% | CCc1cc(CNC(=O)C2CCC(=O)N(CCc3cccc(F)c3)C2)on1 (centres undefined)
30 | 4% | 11% | -1% | 38% | 6% | -2% | 0% | -1 | 9% | O=c1c2sc3ccccc3c2n(Cc2ccccc2F)c(=O)n1CCc1ccccc1
31 | 134%[activator][57.1 µM] | 6% | -16% | 47%[activator] | 3% | 58%[activator][57.1 µM] | 1% | 3 | 0% | Cn1c(=O)n(C)c2cc(/C=N/NC(=O)c3cccc(Br)c3)ccc21
32 | -1%[57.1 µM] | 0% | 4% | 24% | -1% | -19% | -6% | -1 | 9% | COc1ccc(OC)c(S(=O)(=O)N2CCC(C(=O)NCC3CCCO3)CC2)c1 (centres undefined)
33 | 16%[57.1 µM] | 4% | -15% | 25% | 0% | 9%[57.1 µM] | 1% | 2 | -15% | CN(CCC#N)C(=O)CSc1nnc(-c2ccco2)n1N
34 | 13% | -1% | -19% | 25% | 0% | 1% | 4% | 2 | 3% | CC(=O)Nc1ccc(NC(=O)COC(=O)c2ccccc2SCC(=O)N2CCCC2)cc1
35 | 17% | 7% | -12% | 11% | 11% | -2% | -1% | 6 | -3% | Cc1nc2ccccc2c2oc(C(=O)Nc3ccc(C(C)C)cc3)cc12
36 | 5%[57.1 µM] | i | -25% | -1% | 6% | -5%[57.1 µM] | -5% | -1 | 7% | CC(C)(C)C1CCC2(CC1)C(C#N)=C(SCC(=O)Nc1ccccc1)NC(=O)C2C#N (centres undefined)
37 | 22%[57.1 µM] | 0% | -1% | 42%[activator] | -1% | 11% | 0% | -2 | 0% | COc1ccccc1N(CC(=O)NC1CCCCC1)C(=O)CCC(=O)Nc1ccccn1
38 | 16% | -8% | -19% | 21% | 19% | -5% | 5% | 9 | -1% | N#C/C(=N\Nc1cccc2ccccc12)c1nnc2n1CCCCC2
39 | -6% | / | -6% | 33% | 4% | -8% | -9% | 4 | 22% | COc1cccc(Nc2nnc(Cc3cccnc3)c3ccccc23)c1
40 | 20%[57.1 µM] | -2% | -5% | 67%[activator] | 2% | -6% | 3% | 4 | -4% | N/C(=N\OC(=O)C1CCCCC1)c1ccncc1

Four of these compounds, set out differently:
item | SMILES | rTrxR1 inhibitor | Tb PGK inh | USP1-UAF1 inh | HP1b binding inh | Pin1 inh | TrxR1 substrate | mIDH1 inhibitor | PI4K2A inh | GLS inh
32 | COc1ccc(OC)c(S(=O)(=O)N2CCC(C(=O)NCC3CCCO3)CC2)c1 (centres undefined) | -1%[57.1 µM] | 0% | 4% | 24% | -1% | -19% | -6% | -1 | 9%
33 | CN(CCC#N)C(=O)CSc1nnc(-c2ccco2)n1N | 16%[57.1 µM] | 4% | -15% | 25% | 0% | 9%[57.1 µM] | 1% | 2 | -15%
34 | CC(=O)Nc1ccc(NC(=O)COC(=O)c2ccccc2SCC(=O)N2CCCC2)cc1 | 13% | -1% | -19% | 25% | 0% | 1% | 4% | 2 | 3%
35 | Cc1nc2ccccc2c2oc(C(=O)Nc3ccc(C(C)C)cc3)cc12 | 17% | 7% | -12% | 11% | 11% | -2% | -1% | 6 | -3%
